Compound activity deposited in PubChem BioAssay by National Center for Advancing Translational Sciences (NCATS).
ALOX12 inh: inhibitors of human 12S-lipoxygenase ALOX12; Potency, µM (doses to about 108 µM), for the others: at the highest dose activity change, negative = inhibition, usual class: inhibitors; purified 12hLO, xylenol orange hydroperoxide absorbance; 1.1% of 580,000 active; active means well fitted inhibition curve with a large enough effect; inconclusive means small, poorly fitted or top-dose-only effect, or another doubt; inactive means no such curve, though single readings can be large or run the other way
Target sequence (P18054 whole entry, looked up): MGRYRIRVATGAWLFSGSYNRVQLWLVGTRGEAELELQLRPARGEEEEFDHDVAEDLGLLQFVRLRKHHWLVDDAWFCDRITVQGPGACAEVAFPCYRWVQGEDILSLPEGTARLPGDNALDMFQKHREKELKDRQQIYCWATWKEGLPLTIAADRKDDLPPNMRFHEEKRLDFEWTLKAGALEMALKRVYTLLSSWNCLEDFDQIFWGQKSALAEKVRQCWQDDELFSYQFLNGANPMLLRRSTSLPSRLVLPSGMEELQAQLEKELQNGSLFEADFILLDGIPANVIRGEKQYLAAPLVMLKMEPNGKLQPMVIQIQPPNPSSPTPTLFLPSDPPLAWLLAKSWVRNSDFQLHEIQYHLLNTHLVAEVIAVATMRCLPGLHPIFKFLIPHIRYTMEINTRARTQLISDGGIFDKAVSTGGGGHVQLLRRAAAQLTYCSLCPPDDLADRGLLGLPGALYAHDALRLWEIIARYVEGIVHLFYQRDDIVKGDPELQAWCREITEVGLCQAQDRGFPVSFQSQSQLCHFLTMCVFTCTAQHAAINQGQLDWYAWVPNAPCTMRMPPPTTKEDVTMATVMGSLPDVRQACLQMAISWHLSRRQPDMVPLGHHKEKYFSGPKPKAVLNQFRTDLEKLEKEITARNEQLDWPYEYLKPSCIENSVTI
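Purified human 12hLO (150 nM final) in 25 mM Hepes, 0.01% Triton X-100, pH 7.0 was preincubated 15 min at room temperature with compound. Then 40 uM arachidonic acid was added, 30 min. Hydroperoxide was read by Fe-XO absorbance ratio 573/405 nm.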
* = called active by the depositor; ? = inconclusive; [ ] = dose if it differs, or a comment. On the % scale 0 is the no-effect control and ±100 the full control effect; potency means the concentration at half of the fitted maximal effect. An excerpt (hit frequency here may not be typical).

SMILES | ALOX12 inh
CCN(C(=O)Cn1nc(Cc2cccnc2)c2ccccc2c1=O)c1ccc(C)c(C)c1 | 4%
O=C(COc1ccc(F)cc1)N1CCC2(CCCCO2)CC1 | 33%[activator]
CSCC(=O)N[C@H]1CCN2C(=O)c3cc(-c4ccccc4)ccc3NC(=O)[C@H]12 | 16%[176 µM]
COc1cccc(-c2cnc3c(NC=O)cc(-c4ccccc4Oc4ccccc4)cn23)c1 | -17%
NC(=O)c1cc[nH]c1C1CCCN(S(=O)(=O)c2ccc3c(c2)OCCO3)C1 (stereo not given) | 4%
Cc1cccc(C2c3cc(OCc4nc(C(=O)NC(C)C)co4)ccc3CCN2C(=O)C2CC2)c1 (stereo not given) | ?
COC(=O)Cc1nnn2c1[C@H](C)[C@@H](OC)c1cc(Br)ccc1-2 | 3%
CCOC(=O)C1=C(CN(C)Cc2ccccc2C)NC(=O)NC1c1ccc(Cl)cc1 (stereo not given) | ?
Cc1cccc(NC(=O)c2csc3c2CCCC3)c1C | ?
COc1ccc(Cl)cc1NC(=O)CCc1ncc(-c2ccccc2)o1 | 18%
O=c1n(Cc2ccccc2)nc2n1CCN(S(=O)(=O)Cc1ccccc1)CC2 | 59%[activator]
O=C(/C(C=Nc1ccccc1F)=C(/O)c1ccco1)C(F)(F)F | ?
CNC(=O)C(C)Sc1nc2ccc(F)cc2c(=O)[nH]1 (stereo not given) | ?
CN(CC(=O)Nc1ccc(F)cc1)C(=O)COC(=O)c1nc(Cl)ccc1Cl | -1%
CCOC(=O)C1=CN(CC(=O)Nc2ccccc2F)S(=O)(=O)N=C1C | 31%
CC(=O)N1CC(CO)C2(CCN(C(=O)CC3CCCCC3)CC2)C1 (stereo not given) | 12%
COCCN1C(=O)COc2ccccc2C1C(=O)NCc1ccccc1 (stereo not given) | 3%
O=C(c1ccc2ccccc2n1)N1CCC2(CC1)CC(Cc1cccc(F)c1)CCO2 (stereo not given) | 6%
Cc1ccc(NCCC(=O)O)cc1 | -27%
CCc1nc(-c2c3n(c(=O)n(Cc4ccc(F)cc4F)c2=O)CCCCC3)no1 | -3%
COc1ccc(S(=O)(=O)N2CCC(c3noc(-c4cnccn4)n3)C2)cc1 (stereo not given) | 41%[activator]
O=C(NC1CCCCCCC1)c1ccc2ncsc2c1 | 4%
CCOc1ccc(C2Cn3nnc(-c4nc(C(C)(C)C)no4)c3CO2)cc1 (stereo not given) | 10%
O=C[C@H](O)[C@@H](O)[C@H](O[C@H]1O[C@H](CO)[C@@H](O[C@H]2O[C@H](CO)[C@@H](O)[C@H](O)[C@H]2O)[C@H](O)[C@H]1O)[C@H](O)CO | -2%
Cc1cnc(CC2CCN(C(=O)CC3CCCC3)CC2)n1Cc1ccc(F)cc1 | 36%[activator]
CCNCc1ccc(C)o1 | 4%
CN(Cc1ccc(F)cc1)Cc1ccc(N(C)C)cc1 | 24%[176 µM]
Cc1ccc2c(Cn3nnc(-c4ccccc4C)n3)cc(=O)oc2c1 | 5%
COc1cccc(NC(=O)Cn2cc(C#N)c3cc(Br)ccc32)c1 | ?
Cc1cccc(CNC(=O)c2cnn(-c3nccc(-c4ccccc4F)n3)c2C2CC2)n1 | 20%
CC(=O)N1CCC2(CC1)CC(Cc1ccccc1)=NO2 | 3%[12.5 µM]
Cc1ccc(S(=O)(=O)Nc2ccccc2C=NNC(=O)c2ccncc2)cc1 | 7%
Cc1nccc(-c2cccc(NC(=O)c3cccc[n+]3[O-])c2)n1 | -24%
Cc1cc(C(=O)N2CCCC3(CCC(=O)N(Cc4cccnc4)C3)C2)n(C)n1 (stereo not given) | -8%
O=C(C1CCC1)N1CCCC(c2noc(COc3ccccc3)n2)C1 (stereo not given) | 50%[activator]
COc1ccc(NC(=O)Nc2ccc3nc(N4CCOCC4)cc(C)c3c2)cc1 | -9%

Three entries already listed, arranged by length of the SMILES, lowest first:
SMILES | ALOX12 inh
CN(Cc1ccc(F)cc1)Cc1ccc(N(C)C)cc1 | 24%[176 µM]
COc1ccc(NC(=O)Nc2ccc3nc(N4CCOCC4)cc(C)c3c2)cc1 | -9%
Cc1cc(C(=O)N2CCCC3(CCC(=O)N(Cc4cccnc4)C3)C2)n(C)n1 (stereo not given) | -8%

Next section
SMILES | ALOX12 inh
Cc1ccc(Cl)c(OC(C)(C)C(=O)Nc2ncc(C)s2)c1 | 13%
C=C(C)CN1CCN(c2nc3c(c(=O)[nH]c(=O)n3C)n2Cc2ccc(F)cc2)CC1 | -18%
CCOC(=O)c1c(C)[nH]c(C(=O)C(C)N(C)Cc2ccccc2)c1C (stereo not given) | -18%
O=S(=O)(c1ccccc1)N1CCCC(c2nnnn2-c2ccccc2)C1 (stereo not given) | 32%
CC(=O)c1c(C)nn(CC(=O)N2CCN3C(=O)CN(C)C(=O)C3C2)c1C (stereo not given) | 12%
O=C(NCc1nnc2n1C(C(=O)NCc1ccc(F)cc1)CC2)c1ccc(Cl)cc1Cl (stereo not given) | 5%[6.33 µM]
c1ccc(-c2ccccc2Nc2cnc3ccc(-n4ccnc4)nn23)cc1 | ?
N#Cc1c(Cl)cccc1N1CCSCC1 | -4%
Cc1ccccc1-c1noc(CN2CCCC2=O)n1 | 40%
Cc1nc(CCNC(=O)Cc2ccsc2)no1 | 35µM*
N#Cc1ccc(CN2C[C@@H](COCC(N)=O)[C@H](c3ccncc3)C2)cc1 | 28%
O=C(CN1CCCc2nc(C3CC3)ncc2C1=O)N1CCc2ccccc2C1 | 30%
O=C(NC1CC1)C1CCCN1S(=O)(=O)c1ccc(Br)s1 (stereo not given) | ?
CCCn1nc(C(=O)N2CCN(S(=O)(=O)c3ccc(C)cc3C)CC2)c2ccccc2c1=O | -21%
Cc1noc(C)c1[S+](=O)([O-])N1CCC2(CC1)Cc1ccccc1NC2=O | 25%
CO[C@H]1[C@H](NC(=O)c2cc3ccccc3[nH]2)c2ccccc2C12CCNCC2 | 0%
C[C@H]1CCCN1C(=O)c1nnc(COc2ccc(C#N)cc2)n1-c1ccccc1 | -6%[176 µM]
Cc1ccc(S(=O)(=O)N2C[C@@H](F)C[C@H]2C(=O)N2CCc3ccccc3C2)cc1F | ?
COc1ccccc1C(NC(=O)CSc1c(Cl)cccc1Cl)c1nccn1C (stereo not given) | -16%
CCOC(=O)CCCCCC(=O)Nc1ccc2c(c1)C(=O)N([C@H](C)CO)C[C@@H](C)[C@@H](CN(C)C(=O)CCC(F)(F)F)OCCCC[C@H](C)O2 | 0%
Cc1ccnc(Nc2nc(-c3ccc(F)c(C)c3)cs2)c1 | ?
NC(=O)COC(=O)c1cc(-c2ccccc2)nc2ccccc12 | 7%
O=C(COC(=O)CCC(=O)c1ccc(F)cc1)Nc1ccccc1-c1ccccc1 | -27%
COc1ccc(-c2cc(N3CCCC(NC(=O)c4cccs4)C3)n[nH]2)cc1 (stereo not given) | 26%

Some of the entries so far, with each value named:
Cc1ccnc(Nc2nc(-c3ccc(F)c(C)c3)cs2)c1
  ALOX12 inh = ?

NC(=O)COC(=O)c1cc(-c2ccccc2)nc2ccccc12
  ALOX12 inh = 7%

O=C(COC(=O)CCC(=O)c1ccc(F)cc1)Nc1ccccc1-c1ccccc1
  ALOX12 inh = -27%

COc1ccc(-c2cc(N3CCCC(NC(=O)c4cccs4)C3)n[nH]2)cc1 (stereo not given)
  ALOX12 inh = 26%

Other structures:
SMILES | ALOX12 inh
Cc1cc(=O)n(CC(=O)Nc2cc(Cl)ccc2C)c(-c2ccc(F)cc2)n1 | -2%
CN(C)Cc1nnc(C2CCN(Cc3cnc(-c4ccccn4)nc3)CC2)n1C | 95%[activator]
Nc1ccc2oc(-c3ccc(-c4ccccc4)cc3)nc2c1 | 3%
CSC(=NS(=O)(=O)c1ccccc1)NNC(=O)c1c(-c2c(Cl)cccc2Cl)noc1C | 5%
Cc1ccc(S(=O)(=O)N(Cc2cc3cccc(C)c3[nH]c2=O)CC2CCCO2)cc1 (stereo not given) | 6%
CCOC(=O)NC(=S)Nc1cccc(C)n1 | -18%
CC(C)OCCCNC(=O)CC1CCCC1 | ?
CCCNC(=O)c1cccc2c1CCN2C(=O)Nc1ccc(OC)cc1 | 8%
O=C(CSc1nc(Cl)nc2nc[nH]c12)Nc1ccc(Cl)cc1 | 28%
COC(=O)C1CC(c2ccccc2)N(c2ccccc2)O1 (stereo not given) | 4%
COCCN(CC(=O)Nc1cccc(C)c1C)C(=O)/C=C/c1ccc2c(c1)OCCO2 | -2%
CCOC(=O)[C@@H](N)CCC(=O)N[C@@H](CSCc1ccccc1)C(=O)N[C@@H](C(=O)OCC)c1ccccc1 | ?

Going on with the list:
smiles | ALOX12 inh
Cc1nc(C)c(CCC(=O)Nc2cc(Cl)ccc2F)c(=O)[nH]1 | -13%
NCCc1n[nH]c(=O)n1-c1ccc(Cl)cc1 | 91%[activator]
COC(=O)C1=C(C)N(C)C(=NCc2cccc(C(F)(F)F)c2)NC1c1ccc(C(F)(F)F)cc1 (stereo not given) | ?
COc1ccc(-c2noc(-c3cccn3CC(=O)Nc3ccc(C)cc3C)n2)cc1F | -11%
Cc1ncoc1C(=O)N1CCC2(CCCN(C3CCOCC3)C2=O)C1 (stereo not given) | 79%[activator]
N#CC1=C(N)OC2=C(C(=O)CCC2)C1c1ccc(C#N)cc1 (stereo not given) | -6%
O=C(NCCC1CCN(C(=O)Nc2ccc(F)cc2)CC1)c1ccccn1 | 41%[activator]
COc1ccc(C(C(=O)O)N2CCN(Cc3csc(C)n3)CC2)c(C)c1 (stereo not given) | 22µM*
COC(=O)c1c(C)sc2c1OC(N)=C(C#N)C21C(=O)N(Cc2ccc(F)cc2)c2ccccc21 (stereo not given) | 6%
CC(NC(=O)/C(=C/c1ccccc1)NC(=O)c1ccc(Br)o1)C(=O)O (stereo not given) | -52%
N#Cc1ccc(NC(=O)COC(=O)C2CCC2)cc1 | -6%
CCc1ccc(S(=O)(=O)N2CCCN(C)c3ccccc32)cc1 | ?
O=C(O)CSCSCC(=O)O | -33%
CCOc1ccc(CN2CCC(N(C(=O)CC)C3CCOCC3)CC2)cc1 | 34%[activator]
CCOc1ccc(Nc2cc(C(=O)N3CCOCC3)c3ccccc3n2)cc1 | ?
Cc1nn(Cc2ccccc2)c(C)c1[C@@H]1C=C[C@@H](NS(=O)(=O)c2cccs2)C1 | 6%[176 µM]
CC(=O)c1ccc(NC(=O)O[C@@H]2CO[C@H]3[C@@H]2OC[C@@H]3n2nnnc2-c2ccc(-c3ccccc3)cc2)cc1 | 9%
COCCNC(=O)[C@@H]1C[C@H](Oc2ccccc2)CN1C(=O)C1CCC1 | 29%
CCn1ncnc1C(C)NC(=O)Cn1nc(-c2ccccc2)n(CC)c1=O (stereo not given) | 75%[activator]
CNc1n[nH]c(-c2ccccc2)n1 | -24%
CCc1ccc(-c2nn(C)c(=O)c3c2CCCC3)cc1S(=O)(=O)Nc1ccccc1 | 0%
CNC(=O)c1cccc(NC(=O)c2cccc(OCc3c(C)noc3C)c2)c1 | 8%
O=S(=O)(c1c(Cl)cccc1Cl)N1CCNCC1 | 1%
O=C(NCc1ccc(Cl)nc1)c1ccc2sc([C@@H]3O[C@H](CO)[C@H](O)[C@H](O)[C@H]3O)nc2c1 | 11%
COc1ccc(-c2nc(C3CC(=O)N(c4ccc(C)cc4)C3)no2)c(OC)c1 (stereo not given) | -2%
O=C(Nc1cccc(C(F)(F)F)c1)O[C@@H]1CO[C@H]2[C@@H]1OC[C@@H]2n1nnnc1SC1CCCC1 | 11%
Cc1oc2cc(OCc3ccccc3)ccc2c(=O)c1-c1ccc2c(c1)OCCCO2 | 27%
C[C@@H]1CN([C@@H](C)CO)C(=O)CCCn2nncc2CO[C@H]1CN(C)C(=O)C1CC1 | 0%
COc1ccc(-c2cnc3[nH]cc(CC(=O)N4CCOCC4)c3c2)cn1 | 9%[176 µM]
O=C(Cn1ccc2c(Cl)cccc21)Nc1nnc(C2CC2)s1 | -6%
CC(C)(C)c1ccc(-c2cc(C[C@H]3CNCC[C@H]3CC(=O)N3CCCCC3)no2)cc1 | ?
Cc1cccc(CN2CCN(C3CN(Cc4ccc(F)cc4)S(=O)(=O)C3)CC2)c1 (stereo not given) | -13%
N#Cc1ccc(C(=O)N2CCN(c3cc(-c4ccc(Cl)cc4)[nH]n3)CC2)cc1 | 10%
COc1cc(OC)c(N2CC(C(=O)Nc3c(C)nn(C)c3C)CC2=O)cc1Cl (stereo not given) | -16%
O=C(CCC(=O)NC12CC3CC(CC(C3)C1)C2)Nc1cccnc1 | -6%
COC(=O)[C@@H]1C[C@H](NC(=O)CCCc2cccs2)CN1C | -5%
CCN1CCC2(CCC1=O)CN(c1ncnc3c1CCC3)CCN2C (stereo not given) | ?
CC(C)N1C(=O)C(O)(CC(=O)c2ccncc2)c2ccccc21 (stereo not given) | 34%[activator]
CN1[C@@H](CCC(=O)NCc2ccc(F)cc2)CNC(=O)[C@@H]2[C@H]1CCN2Cc1cccc(Cl)c1 | 0%
CCCN1CCN(c2ccc(C(=O)O)cc2NS(=O)(=O)c2ccccc2)CC1 | ?

Single entries from the results shown:
Reading for C[C@@H]1CN([C@@H](C)CO)C(=O)CCCn2nncc2CO[C@H]1CN(C)C(=O)C1CC1 under ALOX12 inh: 0%
Reading for O=C(CCC(=O)NC12CC3CC(CC(C3)C1)C2)Nc1cccnc1 under ALOX12 inh: -6%
Reading for O=C(Cn1ccc2c(Cl)cccc21)Nc1nnc(C2CC2)s1 under ALOX12 inh: -6%
Reading for COc1ccc(-c2cnc3[nH]cc(CC(=O)N4CCOCC4)c3c2)cn1 under ALOX12 inh: 9%[176 µM]
Reading for CNC(=O)c1cccc(NC(=O)c2cccc(OCc3c(C)noc3C)c2)c1 under ALOX12 inh: 8%

(cont.)
smiles | ALOX12 inh
COC(=O)c1cc2c(c3c4cc(F)ccc4n(S(=O)(=O)c4ccc(C)cc4)c13)C(=O)N(C)C2 | -26%
COc1cccc(CNC(=O)[C@@H]2CCCN2C(=O)[C@H]2CCCCN2C(=O)c2cccc(OC)c2)c1 | -13%
CCn1c(=O)c2c(cc(C)n2C)n(CC(=O)Nc2cc(OC)cc(OC)c2)c1=O | 24%
CN1c2cc(C(=O)N3CCN(c4ccc(Cl)cc4)CC3)ccc2C(=O)N2CCCCC21 (stereo not given) | ?
